Screening data: PubChem, Sanford-Burnham Center for Chemical Genomics
UBC13 polyUb = blocks human UBC13 polyubiquitin chain formation; TR-FRET; inhibition, % at 20 µM; 330,000 compounds, 0.47% hits; in the data active means inhibition above about 45%, passing the limit was not always enough
Target sequence (P61088 whole entry, looked up): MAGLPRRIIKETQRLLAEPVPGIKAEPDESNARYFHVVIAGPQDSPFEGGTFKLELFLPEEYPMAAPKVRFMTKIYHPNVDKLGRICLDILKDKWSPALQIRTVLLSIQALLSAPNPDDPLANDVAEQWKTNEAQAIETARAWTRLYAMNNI
ATG4B inhibitor = ATG4B (human) cysteine protease inhibition; ATG4B cleavage of LC3-PLA2, NBD-HPC fluorescence, 1 h; 340,000 compounds, 0.51% hits; inhibition, % at 8.33 µM; in the data active means inhibition above about 40%
Target sequence (Q9Y4P1 whole entry, looked up): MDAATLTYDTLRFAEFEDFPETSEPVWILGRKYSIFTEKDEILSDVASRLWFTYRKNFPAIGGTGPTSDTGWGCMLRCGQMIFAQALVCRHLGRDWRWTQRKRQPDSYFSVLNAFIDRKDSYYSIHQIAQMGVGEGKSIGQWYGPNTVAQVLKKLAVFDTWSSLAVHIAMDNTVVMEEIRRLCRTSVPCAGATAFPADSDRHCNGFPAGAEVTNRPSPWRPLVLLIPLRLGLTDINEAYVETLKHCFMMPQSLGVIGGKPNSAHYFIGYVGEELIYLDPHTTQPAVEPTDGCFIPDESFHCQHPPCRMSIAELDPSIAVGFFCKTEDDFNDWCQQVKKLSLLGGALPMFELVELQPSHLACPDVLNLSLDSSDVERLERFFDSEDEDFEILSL
EBI2 block = EBI2 (human) antagonism; P32249; EBI2 beta-arrestin recruitment, luminescence, 7a,25-OHC stimulated; inhibition, % at 5 µM; 360,000 compounds, 0.81% hits; AID 651636; in the data active means inhibition above about 38%;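 further: enzyme fragment complementation signal reports receptor beta-arrestin coupling in cells; 0% = agonist plus DMSO wells and 100% = wells without agonist; some results beyond the cut were filed as inactive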
Gli-Sufu antag = blocks Gli-Sufu signaling in a luciferase reporter; Sufu-KO-LIGHT fibroblasts, Gli luciferase reporter luminescence; inhibition, % at 5 µM; 340,000 compounds, 0.74% hits; AID 588413;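 active means inhibition above about 55%, limit read from the data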;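 further: 0% = DMSO-treated cells and 100% = wells with medium but no cells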
APJ antagonist = antagonists of human APJ apelin receptor | P35414 | CHO-K1 APJ beta-arrestin complementation, luminescence | inhibition, % at 20 µM | 330,000 compounds, 0.32% hits;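 active means inhibition above about 40% at 20 µM, limit read from the data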;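 further: cells challenged with 10 nM apelin-13 agonist together with compound; plate controls were apelin-13 plus DMSO wells for no effect and DMSO wells lacking apelin-13 for full effect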
APJ ag = APJ receptor agonism | CHO-K1 APJ PathHunter beta-arrestin, luminescence; 0% DMSO wells, 100% apelin | activation, % at 20 µM | 330,000 compounds, 0.11% hits | AID 2520;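 active means activation more than six SD over the plate average, tested at 20 µM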;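 further: 0% = DMSO alone and 100% = apelin-13 at 10 nM; some results filed as inactive read as strong as hits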
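Assay system – PathHunter CHO-K1 APJ (AGTRL-1) beta-arrestin reporter cells · Compound – one dose, 20 µM compound, 1% DMSO · Timing – compound 90 min 25 °C, reagent 1 h · Measured by – luminescence from split beta-galactosidase complementation, Galacton Star/Emerald II substrate · Measure – beta-arrestin recruitment to APJ as agonist activity, luminescent signal · Benchmarks – DMSO vs Apelin-13 10 nM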
CCR6 antag = CCR6 (human) receptor antagonism. 340,000 compounds, 0.49% hits. inhibition, % at 20 µM. P51684. CHO-K1 CCR6 PathHunter beta-arrestin, luminescence, CCL20-stimulated;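 active means compounds whose inhibition of the agonist-driven luminescence signal at 20 µM reaches about 50%, limit read from the data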;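 further: cells stimulated with CCL20 at 14 nM final; plate controls were DMSO with CCL20 for no effect and DMSO without agonist for full effect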
CXCR6 block = blocks human CXCR6 beta-arrestin recruitment; CHO-K1 PathHunter CXCR6 beta-arrestin, luminescence; inhibition, % at 20 µM; O00574; 360,000 compounds, 0.36% hits; in the data active means inhibition above about 34%, passing the limit was not always enough;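 further: antagonist mode with CXCL16 agonist at 10 nM final; 0% = 10 nM CXCL16 with DMSO and 100% = unstimulated wells without agonist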
Target sequence (O00574 whole entry, looked up): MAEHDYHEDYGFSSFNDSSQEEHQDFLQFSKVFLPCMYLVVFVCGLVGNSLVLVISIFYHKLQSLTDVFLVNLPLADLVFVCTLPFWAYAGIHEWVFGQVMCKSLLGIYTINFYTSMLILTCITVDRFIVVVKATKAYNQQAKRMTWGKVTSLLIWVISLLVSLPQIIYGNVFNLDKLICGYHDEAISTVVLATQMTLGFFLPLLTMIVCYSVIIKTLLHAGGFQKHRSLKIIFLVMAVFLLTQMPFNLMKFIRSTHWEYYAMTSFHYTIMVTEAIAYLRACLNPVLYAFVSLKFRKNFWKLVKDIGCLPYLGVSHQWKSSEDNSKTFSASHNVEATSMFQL
An asterisk follows results filed as active; nt = not tested or not shown. An unsorted share of the library; 3% or so of the library scored in one or more.

Every second line gives: UBC13 polyUb	ATG4B inhibitor	EBI2 block	Gli-Sufu antag	APJ antagonist	APJ ag	CCR6 antag	CXCR6 block
1	Cc1ccc(NS(=O)(=O)c2cccc(C(=O)Nc3c(C)n(C)n(-c4ccccc4)c3=O)c2)cc1
  10	-9	nt	-10	-11	-4	9	nt
2	COc1ccccc1CNC(=O)C(C)c1ccc([N+](=O)[O-])cc1 (configuration not stated)
  4	4	16	17	18	-2	9	4
3	Cc1ccc(Cl)cc1N1CCN(S(=O)(=O)c2ccc3c(c2)OCCO3)CC1
  -3	-7	10	1	33	0	25	4
4	CCOCCCNC(=O)C(NC(=O)c1ccccc1O)c1ccc(C)cc1 (configuration not stated)
  6	6	-13	7	-35	-2	6	4
5	Cc1nn(C(C)c2nc(-c3ccccc3)no2)c(C)c1[N+](=O)[O-] (configuration not stated)
  -2	-4	-7	-8	15	-2	1	6
6	Cc1cc(C)c(C(=O)OCc2csc(CC(=O)Nc3ccccc3C)n2)c(C)c1
  0	5	1	-3	4	1	6	0
7	CC(=O)Nc1ccc(-c2nnc(SCC(=O)Nc3ccc4c(c3)oc3ccccc34)n2C)cc1
  -1	-8	7	-45	5	-4	5	-9
8	CS(=O)(=O)N1CCC(Oc2ccccc2C(=O)NCCCc2cccnc2)CC1
  -3	14	-7	10	7	-2	-2	-1
9	O=S(=O)(NCCc1cn2ccccc2n1)c1ccc(-c2ccccc2)cc1
  3	0	0	17	17	1	-6	-1
10	Cc1[nH]c2ccccc2c1/C=N\NC(=O)c1ccco1
  -1	0	-19	-7	-4	-8	2	-11
11	Cc1ccc(-c2nnn(CC(=O)N(CC(=O)NC3CCCC3)c3ccccc3F)n2)o1
  7	0	8	-8	-26	-1	10	7
12	Cc1nc2ncnn2c(C)c1Cc1ccccc1Cl
  4	4	-3	-10	4	-1	8	4
13	C/C(=N\NS(=O)(=O)c1ccccc1)c1cc(Cl)cc(Cl)c1O
  3	3	23	-27	14	-1	2	6
14	O=C(COC(=O)c1ccccc1O)NCc1ccc2c(c1)OCO2
  0	-4	-9	-11	6	3	13	-1
15	Cc1ccc(NC(=S)NC(NC(=O)Cc2cccc3ccccc23)C(Cl)(Cl)Cl)cc1 (configuration not stated)
  -9	-2	0	17	-17	-1	-8	-6

Carrying on.
Every second line gives: UBC13 polyUb	ATG4B inhibitor	EBI2 block	Gli-Sufu antag	APJ antagonist	APJ ag	CCR6 antag	CXCR6 block
16	CC1CN(CCc2ccccc2)c2nc3c(c(=O)n(CC(N)=O)c(=O)n3C)n2C1 (configuration not stated)
  -4	8	5	-11	3	-1	17	6
17	CCOC(=O)C1=NNC2(c3ccc(C)cc3)C(=O)N(c3ccccc3)C(=O)C12 (configuration not stated)
  -2	-3	-11	-4	-2	-1	7	10
18	COc1ccc(S(=O)(=O)N(C)CC(=O)NCCCN2CCOCC2)cc1Cl
  6	6	1	25	7	-1	12	-1
19	C#CCn1c2ccccc2c2nc3ccccc3nc21
  14	9	9	-34	-11	1	16	-9
20	CCOC(=O)c1c(C)[nH]c(C(=O)OCC(=O)N2CCN(S(=O)(=O)c3ccc(C)cc3C)CC2)c1C
  17	-32	1	2	1	1	3	0
21	COc1ccc(C(=O)Oc2c(OC)cc(C(=S)N3CCOCC3)cc2OC)cc1
  10	2	10	-2	22	-1	1	3
22	S=c1nc(-c2cccc(Br)c2)[nH][nH]1
  1	7	-3	1	-4	-1	2	6
23	Cc1cc(=O)oc2c(C)c(OCC(=O)Nc3cccnc3)ccc12
  7	-6	-15	0	4	-5	12	-4
24	CC(C)(C)C(=O)Nc1c(Br)c(C2CC2)nn1-c1ccccc1
  0	-2	8	5	11	-4	-3	-4
25	COc1ccc(C)cc1NC(=O)CCN1CCN(c2ccccc2F)CC1
  2	5	15	59*	-3	0	-2	0
26	Oc1c(C=C2N=c3ccccc3=N2)sc(=S)n1-c1ccc2ccccc2c1
  -26	-10	10	-2	-42	5	2	0
27	c1ccc(Sc2ncnc3c2oc2ccccc23)cc1
  23	-5	13	-77	-7	19	17	-8
28	CCOC(=O)N1CCN(C(=O)c2cccc(S(=O)(=O)Nc3ccc(OC)cc3)c2)CC1
  11	-2	-3	5	3	-1	12	-13
29	COC(=O)c1[nH]c2ccccc2c1NC(=O)C(C)N1CCN(C(=O)c2ccco2)CC1 (configuration not stated)
  -4	-15	-2	8	1	-1	17	-10
30	COc1ccc(/C=N/NC(=O)CCc2nc3ccccc3[nH]2)cc1
  -15	-7	-3	5	-16	2	-2	-2

Brought forward from above: two entries; new compounds follow.
Every second line gives: UBC13 polyUb	ATG4B inhibitor	EBI2 block	Gli-Sufu antag	APJ antagonist	APJ ag	CCR6 antag	CXCR6 block
29	COC(=O)c1[nH]c2ccccc2c1NC(=O)C(C)N1CCN(C(=O)c2ccco2)CC1 (configuration not stated)
  -4	-15	-2	8	1	-1	17	-10
30	COc1ccc(/C=N/NC(=O)CCc2nc3ccccc3[nH]2)cc1
  -15	-7	-3	5	-16	2	-2	-2
31	COc1ccc(N(C(=O)CNC(=O)c2cccs2)C(C(=O)NC2CCCC2)c2cccnc2)cc1 (configuration not stated)
  -6	-5	-14	-1	8	-4	-1	2
32	COC(=O)C1(C)NC(c2ccco2)C2C(=O)N(c3ccc(C)cc3)C(=O)C21 (configuration not stated)
  0	-13	-20	-1	-11	-5	11	4
33	Cc1ccc(S(=O)(=O)Cc2ccc(C(=O)N3CCc4ccccc4C3)o2)cc1
  -4	5	8	0	2	0	16	-2
34	CCCNC(=O)c1ccc(C2SCC(=O)N2Cc2ccccc2)cc1 (configuration not stated)
  1	-5	-2	-2	-11	-2	3	-1
35	Cc1ccc(C2CC2C(=O)NN)cc1 (configuration not stated)
  0	7	-9	-6	-5	-2	-12	-5
36	CC(C)CC(NC(N)=O)C(=O)NCc1ccc(Cl)cc1 (configuration not stated)
  -2	-6	-1	-1	7	-2	5	4
37	COc1ccc(S(=O)(=O)N2CCN(C(=O)C3CC(=O)N(c4ccccc4F)C3)CC2)cc1OC (configuration not stated)
  nt	-7	-3	-4	nt	nt	2	-8
38	CCn1c2ccccc2c2cc(CN3CCN(C(=O)c4ccco4)CC3)ccc21
  11	12	-4	1	10	-1	26	-4
39	CCOC(=O)C(C(=O)OCC)C1N=C(N)N=C2Oc3ccccc3N21 (configuration not stated)
  -9	-4	-2	-32	21	-7	15	-2
40	Cc1n[nH]c(C)c1S(=O)(=O)N1CCC(C(=O)Nc2cccc(F)c2)CC1
  -4	3	-14	-14	7	-3	15	1
41	COc1ccc(CN2CCNC(=O)C2CC(=O)NCCSc2nccn2C)cc1OC (configuration not stated)
  6	-3	1	1	-6	0	-9	-6
42	COc1ccc(Nc2nc(N)c(C(=O)c3ccc(OC)cc3)s2)cc1
  1	-8	26	6	-9	-5	3	4
43	Cc1nn(C)c(Sc2ccccn2)c1[N+](=O)[O-]
  1	-4	-19	20	-9	-4	15	-8
44	Cc1ccc(-c2nnc(SCC(=O)N/N=C/c3ccccc3C(=O)O)n2-c2ccc(Cl)cc2)cc1
  1	-4	0	3	8	-3	7	-2
45	O=C1COc2ccc(S(=O)(=O)Nc3cccc(Cl)c3)cc2N1
  -8	3	5	1	1	-2	15	3

(46) O=C(O)C(C=C(Cl)Cl)N1CCOCC1 (configuration not stated)
(47) Cc1ccc(C(C)C)cc1S(=O)(=O)Nc1ccncc1
(48) Cc1ccc(N(C(=O)CNC(=O)c2ccco2)C(C(=O)NC2CCCC2)c2cccnc2)cc1 (configuration not stated)
(49) CC(=O)Nc1ccc(Nc2cc(C)nc3c(-c4ccc(Cl)cc4)cnn23)cc1
(50) CCCCN1CN(Cc2ccccc2)CNC1=S
(51) CCn1c(=O)c2ccccc2n(Cc2cccc(C)c2)c1=O
compound no.	46	47	48	49	50	51
UBC13 polyUb	nt	-7	2	15	-9	2
ATG4B inhibitor	2	-10	0	-6	-9	2
EBI2 block	-22	1	0	53*	-4	6
Gli-Sufu antag	6	-4	-9	7	nt	-3
APJ antagonist	nt	10	15	4	-20	15
APJ ag	nt	-1	1	-2	-1	-1
CCR6 antag	-2	-7	14	-11	-2	15
CXCR6 block	-7	-4	0	-11	-3	-2

Ordered by the number under CCR6 antag (lowest first): 4 from the list above.
no. | Molecule | UBC13 polyUb | ATG4B inhibitor | EBI2 block | APJ antagonist | APJ ag | CCR6 antag | CXCR6 block
30 | COc1ccc(/C=N/NC(=O)CCc2nc3ccccc3[nH]2)cc1 | -15 | -7 | -3 | -16 | 2 | -2 | -2
42 | COc1ccc(Nc2nc(N)c(C(=O)c3ccc(OC)cc3)s2)cc1 | 1 | -8 | 26 | -9 | -5 | 3 | 4
2 | COc1ccccc1CNC(=O)C(C)c1ccc([N+](=O)[O-])cc1 (configuration not stated) | 4 | 4 | 16 | 18 | -2 | 9 | 4
33 | Cc1ccc(S(=O)(=O)Cc2ccc(C(=O)N3CCc4ccccc4C3)o2)cc1 | -4 | 5 | 8 | 2 | 0 | 16 | -2

(continued)
(52) CC1(C)CC(=O)C2=C(C1)OC(N)=C(C#N)C2c1cccs1 (configuration not stated)
(53) COCC(=O)N1CCC(Oc2ccc(C(=O)NCCc3ccncc3)cc2)CC1
(54) Cc1c(C#N)c2ccccc2n1CC(=O)N1CCc2ccccc2C1
(55) CCn1c(N)c(C(=O)NCCCOC)sc1=S
(56) Cc1cccc(CN2CCc3c(OCC(=O)NCc4ccco4)cccc3C2=O)c1
(57) NS(=O)(=O)c1ccc(CNC(=O)c2ccc(NS(=O)(=O)c3cccs3)cc2)cc1
compound no.	52	53	54	55	56	57
UBC13 polyUb	1	2	4	-21	11	8
ATG4B inhibitor	5	1	3	-3	-9	-4
EBI2 block	-17	-5	0	-3	6	0
Gli-Sufu antag	3	-2	-1	1	-9	10
APJ antagonist	-14	2	12	-11	-4	-3
APJ ag	-2	-1	-4	-2	-1	-3
CCR6 antag	-6	-2	4	6	12	-7
CXCR6 block	-6	-3	-4	6	4	3

Single records (already shown). Values in the order: UBC13 polyUb | ATG4B inhibitor | EBI2 block | Gli-Sufu antag | APJ antagonist | APJ ag | CCR6 antag | CXCR6 block
`COCC(=O)N1CCC(Oc2ccc(C(=O)NCCc3ccncc3)cc2)CC1` is listed as 2 | 1 | -5 | -2 | 2 | -1 | -2 | -3
`COC(=O)c1[nH]c2ccccc2c1NC(=O)C(C)N1CCN(C(=O)c2ccco2)CC1` (configuration not stated) is listed as -4 | -15 | -2 | 8 | 1 | -1 | 17 | -10
`CCn1c2ccccc2c2cc(CN3CCN(C(=O)c4ccco4)CC3)ccc21` is listed as 11 | 12 | -4 | 1 | 10 | -1 | 26 | -4
`CCn1c(N)c(C(=O)NCCCOC)sc1=S` is listed as -21 | -3 | -3 | 1 | -11 | -2 | 6 | 6
`Cc1ccc(C2CC2C(=O)NN)cc1` (configuration not stated) is listed as 0 | 7 | -9 | -6 | -5 | -2 | -12 | -5

EBI2 block, entries above that show a hit.
item | structure | UBC13 polyUb | ATG4B inhibitor | EBI2 block | APJ antagonist | APJ ag | CCR6 antag | CXCR6 block
49 | CC(=O)Nc1ccc(Nc2cc(C)nc3c(-c4ccc(Cl)cc4)cnn23)cc1 | 15 | -6 | 53* | 4 | -2 | -11 | -11

Remaining list, next part.
(58) Cc1ccc(Cn2ccc(=O)c(OCc3ccccc3)c2C)cc1
(59) CCCCCCOc1ccc(C(=O)O)cc1C#N
(60) Oc1ccc(Br)cc1/C=N/NC(=S)NCCc1ccccc1
(61) Cc1ccc(-c2cn3cc(C)ccc3n2)cc1
(62) O=C(NCCc1cccs1)C1CC(c2cccc(F)c2)=NO1 (configuration not stated)
compound no.	58	59	60	61	62
UBC13 polyUb	-4	8	9	-2	6
ATG4B inhibitor	7	9	-2	1	-6
EBI2 block	0	-16	-13	19	4
Gli-Sufu antag	-12	-9	11	64*	-3
APJ antagonist	15	-3	-13	4	20
APJ ag	-5	-2	2	0	-4
CCR6 antag	4	7	-1	8	11
CXCR6 block	2	-2	7	-9	-9
